Screening results (PubChem)
PREPL inh: human PREPL enzyme inhibition | recombinant PREPL, fluorescence polarization activity-based probe | inhibition, % at 5.96 µM | Q4J6C6 | actives 0.68% (n = 320,000); in the data active = inhibition above about 43%;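 note: 0% = enzyme with DMSO and 100% = wells lacking enzyme; many of its hits are not listed in these tables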
Target sequence (Q4J6C6 whole entry, looked up): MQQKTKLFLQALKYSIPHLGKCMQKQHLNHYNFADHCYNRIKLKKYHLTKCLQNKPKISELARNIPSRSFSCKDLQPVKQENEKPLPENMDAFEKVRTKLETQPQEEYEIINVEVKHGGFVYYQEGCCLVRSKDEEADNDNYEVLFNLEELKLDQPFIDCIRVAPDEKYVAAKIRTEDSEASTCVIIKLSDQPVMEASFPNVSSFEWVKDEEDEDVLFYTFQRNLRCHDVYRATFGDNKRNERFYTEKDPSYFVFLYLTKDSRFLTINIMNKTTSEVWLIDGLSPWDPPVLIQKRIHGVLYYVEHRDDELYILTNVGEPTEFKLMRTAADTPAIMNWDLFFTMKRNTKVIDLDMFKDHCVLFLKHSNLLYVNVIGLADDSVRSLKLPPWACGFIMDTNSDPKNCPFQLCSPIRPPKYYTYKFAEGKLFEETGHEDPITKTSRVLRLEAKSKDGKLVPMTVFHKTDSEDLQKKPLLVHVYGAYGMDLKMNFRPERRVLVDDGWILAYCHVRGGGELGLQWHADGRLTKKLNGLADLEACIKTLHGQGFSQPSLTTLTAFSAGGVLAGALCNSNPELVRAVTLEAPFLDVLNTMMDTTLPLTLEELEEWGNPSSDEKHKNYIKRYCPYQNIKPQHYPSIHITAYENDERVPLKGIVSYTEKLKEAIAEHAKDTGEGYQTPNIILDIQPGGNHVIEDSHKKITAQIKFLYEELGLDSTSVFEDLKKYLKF
LYPLA1 counter: counter-screen for PME1 inhibitors: inhibitors of human LYPLA1. O75608. actives 0.16% (n = 320,000). recombinant LYPLA1, FP-Rh probe fluorescence polarization. inhibition, % at 5.9 µM. AID 2174;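 active = inhibition above the mean of all tested compounds plus 3 SD, set per campaign, cut at about 14% in these data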;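 note: inhibitors block serine hydrolase probe labeling of LYPLA1 so polarization falls; 0% = enzyme with DMSO and 100% = wells lacking LYPLA1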
EBNA-1 inh: blocks EBNA-1 binding to DNA | EBNA-1 DNA binding, fluorescence polarization | inhibition, % at 14.8 µM | actives 0.34% (n = 300,000); in the data active = inhibition above about 28%
PAD4 inh: PAD4 (human) enzyme inhibition; Q9UM07; inhibition, % at 6.36 µM; actives 0.41% (n = 330,000); recombinant PAD4, RCA probe fluorescence polarization;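 active = percent inhibition above a cutoff equal to the mean of all tested compounds plus 3 SD, cut at about 15% in these data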;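 note: 0% = PAD4 with RCA probe and DMSO and 100% = probe without PAD4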
PAFAH2 FP inh: inhibitors of human PAFAH2 | Q99487 | recombinant PAFAH2, FP-rhodamine activity probe, fluorescence polarization | inhibition, % at 3.39 µM | actives 0.99% (n = 340,000);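 active = inhibition above the mean over all tested compounds plus 3 SD, cut at about 30% in these data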;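 note: inhibitors block probe labeling of enzyme so polarization drops; 0% = enzyme with DMSO and 100% = wells lacking PAFAH2 protein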
PAFAH1B3 FP inh: blocks human PAF acetylhydrolase 1B catalytic subunit 3; Q15102; recombinant PAFAH1B3, FP-rhodamine probe, fluorescence polarization; inhibition, % at 3.39 µM; actives 0.28% (n = 340,000); AID 492972;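 active = inhibition above the screen-wide average of all tested compounds plus 3 SD, cut at about 25% in these data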;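 note: 0% = enzyme with DMSO only and 100% = wells lacking PAFAH1B3 protein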
ZTA DNA inh: blocks Epstein-Barr virus ZTA, an EBNA-1 counter-screen; inhibition, % at 11 µM; ZTA-DNA binding, fluorescence polarization; actives 0.15% (n = 320,000); P03206; in the data active = inhibition above about 33%
Target sequence (P03206 whole entry, looked up): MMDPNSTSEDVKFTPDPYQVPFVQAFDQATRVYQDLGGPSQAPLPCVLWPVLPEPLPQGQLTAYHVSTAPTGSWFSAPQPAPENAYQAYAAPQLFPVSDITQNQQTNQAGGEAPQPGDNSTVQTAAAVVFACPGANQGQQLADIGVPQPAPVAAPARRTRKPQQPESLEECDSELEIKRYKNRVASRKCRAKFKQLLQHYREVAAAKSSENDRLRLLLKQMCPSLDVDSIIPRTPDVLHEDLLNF
LYPLA2 inh: blocks human lysophospholipase 2, a PME1 counter-screen; O95372; inhibition, % at 5.9 µM; recombinant LYPLA2, FP-Rh probe fluorescence polarization; actives 0.38% (n = 320,000);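 active = inhibition above the screen-wide mean plus 3 SD, limit set per campaign, cut at about 26% in these data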;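 note: 0% = LYPLA2 with DMSO and 100% = wells lacking LYPLA2 enzyme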
GSTO1 counter: GSTO1 inhibition, counter-screen for RBBP9 inhibitors; P78417; recombinant GSTO1, activity-based probe fluorescence polarization; inhibition, % at 5.96 µM; actives 1.1% (n = 300,000); AID 1974;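 active = inhibition above the campaign mean inhibition plus 3 SD, cut at about 35% in these data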;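 note: 0% = GSTO1-1 with DMSO and 100% = wells lacking GSTO1-1 enzyme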
The depositor's hits bear a star; nt = no result given. Not all compounds are listed. The share of hits here may be higher or lower than overall.

entry	molecule	PREPL inh	LYPLA1 counter	EBNA-1 inh	PAD4 inh	PAFAH2 FP inh
1	COc1ccc(NC(=S)N(CCC(C)C)C2CCN(C(C)C)CC2)cc1Cl	-4	-3	-16	-1	9
2	CCOC(=O)C1(Cc2ccc(OC)cc2)CCN(C(=O)c2cc3ccccc3[nH]2)CC1	-1	-2	-12	-4	-4
3	Cc1ccc(S(=O)(=O)N2CCOCC2)cc1NC(=O)COC(=O)COc1ccccc1[N+](=O)[O-]	16	nt	nt	-2	3
4	CSc1ccccc1NC(=O)c1ccccc1C	-6	-1	2	-3	0
5	Cc1ccc2c(c1)N(CC(=O)N1CCOCC1)C(=O)CO2	-3	1	-8	1	15
6	Cc1cc(SCC(=O)N/N=C/c2ccc(O)cc2O)nc2ccccc12	-6	-10	-10	10	-1
7	Cc1ccc(NS(=O)(=O)c2cc3c4c(cccc4c2)C(=O)NC3=O)cc1	22	-1	-7	-5	1
8	O=C(NCc1ccccc1)C(c1ccccc1)N(Cc1cccs1)C(=O)c1cnccn1 (stereo not drawn)	-1	0	-7	8	3

entry	PAFAH1B3 FP inh	ZTA DNA inh	LYPLA2 inh	GSTO1 counter
1	4	2	6	4
2	5	-12	0	-2
3	3	nt	nt	nt
4	2	4	0	2
5	-5	-25	4	3
6	13	-4	-4	-2
7	9	19	0	-2
8	5	-7	2	0

Ordered by length of the SMILES (high to low): some entries from above.
entry	molecule	PREPL inh	LYPLA1 counter	EBNA-1 inh	PAD4 inh	PAFAH2 FP inh
3	Cc1ccc(S(=O)(=O)N2CCOCC2)cc1NC(=O)COC(=O)COc1ccccc1[N+](=O)[O-]	16	nt	nt	-2	3
2	CCOC(=O)C1(Cc2ccc(OC)cc2)CCN(C(=O)c2cc3ccccc3[nH]2)CC1	-1	-2	-12	-4	-4
1	COc1ccc(NC(=S)N(CCC(C)C)C2CCN(C(C)C)CC2)cc1Cl	-4	-3	-16	-1	9
5	Cc1ccc2c(c1)N(CC(=O)N1CCOCC1)C(=O)CO2	-3	1	-8	1	15
4	CSc1ccccc1NC(=O)c1ccccc1C	-6	-1	2	-3	0

entry	PAFAH1B3 FP inh	ZTA DNA inh	LYPLA2 inh	GSTO1 counter
3	3	nt	nt	nt
2	5	-12	0	-2
1	4	2	6	4
5	-5	-25	4	3
4	2	4	0	2

Next results.
entry	molecule	PREPL inh	LYPLA1 counter	EBNA-1 inh	PAD4 inh	PAFAH2 FP inh
9	CCN(Cc1ccccc1)C(=O)c1ccc2c(=O)n3c(nc2c1)CCC3	-2	1	-2	0	5
10	COc1ccc(NC(=O)CN(C)C(=O)c2c(-c3c(F)cccc3Cl)noc2C)cc1	3	2	2	1	4
11	Cc1cccc(OCCC(=O)N(C)CC(=O)Nc2cccc3ccccc23)c1	-6	0	7	-3	-6
12	CCOc1ccc(OCC(=O)Nc2ccc(N3CCCCC3)cc2)cc1	-1	2	2	2	2
13	CCN1CCN(CCC(=O)Nc2ccc(Br)cc2)CC1	30	-1	-7	-3	-4
14	Cc1ccc(C(=O)NCC(=O)NCc2cc(=O)n(C)c(=O)n2C)cc1	0	0	8	-2	0
15	CCc1ccc(C(=O)/C=C/c2ccc([N+](=O)[O-])o2)cc1	12	-3	-8	-7	1
16	Cn1c(Sc2ccccc2Cl)c(C=O)c2ccccc21	-12	-1	1	-2	-1

entry	PAFAH1B3 FP inh	ZTA DNA inh	LYPLA2 inh	GSTO1 counter
9	-3	2	0	5
10	13	-26	3	-3
11	11	5	1	4
12	10	-10	4	-2
13	6	7	-4	10
14	1	4	18	2
15	0	-5	0	11
16	-3	3	6	-2

(more compounds)
entry	molecule	PREPL inh	LYPLA1 counter	EBNA-1 inh	PAD4 inh	PAFAH2 FP inh
17	C/C(=N/OC(=O)c1ccc(C)cc1)c1ccc(N2C(=O)C3CCCCC3C2=O)cc1 (stereo not drawn)	0	-1	2	-2	4
18	NS(=O)(=O)c1ccc(NC(=O)c2ccccc2C(=O)N2CCCCC2)cc1	11	-3	6	-2	3
19	O=C(CCNC(=O)c1ccc(Br)cc1)NCCCN1CCOCC1	5	2	nt	-7	4
20	Cc1ccc(NC(=O)CNC(=O)COc2ccccc2)nc1	11	0	-8	-3	-3
21	Cc1noc(C)c1S(=O)(=O)N1CCC(C(=O)N2CCN(C3CCCC3)CC2)CC1	5	3	6	-2	nt
22	CSc1ccc(/C=N/NC(=O)c2cccc(Cl)c2)cc1	-13	-3	-9	-1	3
23	N#Cc1nc(-c2cccs2)oc1NCc1ccc(Cl)cc1	-1	-3	-15	-5	9
24	Cc1cc(-c2csc(NC(=O)c3ccc(=O)[nH]c3)n2)c(C)n1Cc1ccccc1	15	-20	-4	-7	-14

entry	PAFAH1B3 FP inh	ZTA DNA inh	LYPLA2 inh	GSTO1 counter
17	7	15	10	1
18	-6	3	9	-5
19	8	-3	0	nt
20	7	-4	2	-5
21	nt	-3	1	-5
22	-7	9	-2	-6
23	3	-10	7	-11
24	9	7	-17	-15

Remaining list, next part
entry	molecule	PREPL inh	LYPLA1 counter	EBNA-1 inh	PAD4 inh	PAFAH2 FP inh
25	Cc1cc(C)c(C(=O)COC(=O)CN2C(=O)NC3(CCCC3)C2=O)cc1C	0	nt	nt	-3	-4
26	Cc1ccc(CSc2nnc(-c3ccc4c(c3)OCO4)o2)cc1	-11	-3	0	-2	1
27	Clc1ccc(CNc2nc(N3CCOCC3)nc(N3CCOCC3)n2)cc1	18	3	6	5	-5
28	Cc1onc(-c2ccccc2Cl)c1C(=O)NNC(=O)c1cccc(F)c1	-3	-2	-6	1	0
29	CCn1c(-c2cc(OC)c(OC)c(OC)c2)n[nH]c1=S	-1	2	8	4	-3
30	CC(C)NS(=O)(=O)c1ccc(Oc2ncc(C(F)(F)F)cc2Cl)cc1	2	1	5	3	1
31	NNC(=S)Nc1c(Br)cc(F)cc1Br	1	6	10	5	0
32	O=C(OCCN1C(=O)c2ccccc2C1=O)c1cnccn1	0	-3	-13	-3	-5

entry	PAFAH1B3 FP inh	ZTA DNA inh	LYPLA2 inh	GSTO1 counter
25	5	nt	nt	nt
26	-7	2	2	-3
27	3	-7	8	-6
28	1	-18	4	-3
29	-1	1	0	-2
30	2	3	-8	0
31	-11	3	-3	-10
32	2	-4	-5	7

New compounds follow
entry	molecule	PREPL inh	LYPLA1 counter	EBNA-1 inh	PAD4 inh	PAFAH2 FP inh
33	CCCOc1ccc(-c2nc(C#N)c(N3CCC(C(N)=O)CC3)o2)cc1	16	-3	10	1	3
34	COc1ccc(OC)c(C(c2nnnn2CC2CCCO2)N2CCN(C3CCCC3)CC2)c1 (stereo not drawn)	20	2	-7	-10	3
35	O=C(Nc1ccc2c(c1)CCC2)c1cc(S(=O)(=O)Nc2ccc(F)cc2)c(Cl)cc1Cl	-2	-24	9	-3	-15
36	O=C(Nc1ccccc1)c1cccc(Cn2cc(C(F)(F)F)ccc2=O)c1	-19	-3	7	0	-4
37	CNC(=S)N/N=C(\C)c1ccc(C(C)(C)C)cc1	-13	3	0	3	5
38	COc1cc(S(=O)(=O)N2CCn3cccc3C2C)ccc1NC(C)=O (stereo not drawn)	1	nt	nt	-6	-2
39	Cc1nn(Cc2cccc(C(=O)NN)c2)c(C)c1Cl	-21	-3	6	-4	6
40	O=C(CSc1nnc(CNC(=O)c2ccco2)o1)Nc1ccccc1F	1	-1	0	-2	-4

entry	PAFAH1B3 FP inh	ZTA DNA inh	LYPLA2 inh	GSTO1 counter
33	-1	-7	9	-1
34	-5	-19	2	-5
35	-10	4	-33	-21
36	2	10	1	8
37	1	-11	7	1
38	14	nt	nt	nt
39	4	-3	-4	-7
40	4	-2	11	0

Additional compounds.
entry	molecule	PREPL inh	LYPLA1 counter	EBNA-1 inh	PAD4 inh	PAFAH2 FP inh
41	O=S(=O)(N/N=C\c1cn(-c2ccccc2)nc1-c1ccccc1)c1ccccc1	5	-6	-6	-5	5
42	Cc1ccccc1NS(=O)(=O)c1ccc(C)c(C(=O)N2CCOCC2)c1	0	0	6	-3	-3
43	Cc1cc(=O)oc2cc(OCC(=O)NCCN3CCOCC3)c(Cl)cc12	6	-1	-4	11	1
44	CCCC(NS(=O)(=O)c1ccc(-c2ccc(=O)[nH]n2)s1)c1cccs1 (stereo not drawn)	-29	-5	4	2	-9
45	CC1=C(C(=O)OC(C)C)C(C2CC=CCC2)NC(=O)N1 (stereo not drawn)	7	1	3	0	3
46	CCC(c1nnnn1C1CCCC1)N1CCN(c2cccc(OC)c2)CC1 (stereo not drawn)	13	3	-12	-3	nt
47	Cc1cc(C)n(CCCNC(=O)CN(C)S(=O)(=O)c2ccc(Cl)cc2)n1	-6	-2	-6	-1	-1
48	O=C(COC(=O)/C=C/c1ccc([N+](=O)[O-])cc1)NC(c1ccccc1)c1ccccc1	12	-6	-5	2	-4

entry	PAFAH1B3 FP inh	ZTA DNA inh	LYPLA2 inh	GSTO1 counter
41	4	-22	-3	0
42	4	10	0	-11
43	11	-2	-9	1
44	3	5	-13	-5
45	13	-10	2	-2
46	nt	8	-6	2
47	4	7	-1	10
48	8	-2	-1	-4

Continuation.
entry	molecule	PREPL inh	LYPLA1 counter	EBNA-1 inh	PAD4 inh	PAFAH2 FP inh
49	COc1cccc(NC(=O)C(Sc2nnc(-c3ccncc3)n2-c2ccc(Cl)cc2)c2ccccc2)c1 (stereo not drawn)	3	-12	2	-2	-10
50	Cc1ccc(-c2cc(C(=O)Nc3ccc(S(=O)(=O)Nc4ncccn4)cc3)c3ccccc3n2)cc1	-2	-6	-1	-3	-15
51	O=C(Nc1cccc(OC(F)(F)F)c1)c1ccc(Br)o1	8	5	-2	4	2
52	CC1(C)Oc2ccc(C(=O)NNC(=O)Nc3ccccc3)cc2NC1=O	2	-2	-2	-6	-3
53	Cc1ccnc(NS(=O)(=O)c2ccc(NC(=O)c3ccccc3F)cc2)n1	-2	2	-2	-3	6
54	Cc1cc(/C=C2\C(=O)NN(c3ccccc3)C2=O)c(C)n1-c1ccccc1O	-4	-3	-2	-1	1
55	Cc1cc(C)c(S(=O)(=O)c2ccccc2C)c(OCC(C)(C)C)n1	8	0	6	-2	5
56	CC(=O)NCCC(=O)Nc1nc(-c2cccs2)c(-c2cccs2)s1	13	-1	-2	-4	4

entry	PAFAH1B3 FP inh	ZTA DNA inh	LYPLA2 inh	GSTO1 counter
49	3	10	-13	-5
50	10	2	-11	17
51	-1	-8	0	-3
52	-4	12	0	7
53	-1	-4	-2	4
54	8	-1	-3	-4
55	-2	8	-3	-2
56	-3	-11	1	-2

(cont.)
entry	molecule	PREPL inh	LYPLA1 counter	EBNA-1 inh	PAD4 inh	PAFAH2 FP inh
57	CCc1nnc(NS(=O)(=O)c2ccc(Nc3ccc4nonc4c3[N+](=O)[O-])cc2)s1	-7	3	0	-6	11
58	CCOC(=O)C/C(C)=N/NC(=O)CN(c1ccc(Br)cc1)S(=O)(=O)c1ccccc1	-62	-2	-11	-2	4
59	COc1ccc([C@H]2CC(=O)C=C(c3ccc4ncccc4c3)C2)cc1OC	-17	nt	nt	4	2
60	O=C(NCC1CCCO1)c1cn(-c2ccccc2)nc1-c1ccccc1 (stereo not drawn)	0	-1	-1	1	-3
61	Cc1cc(CNC(=O)[C@H](C)[C@@H]2C[C@@]2(C)[C@@H](NC(=O)OCc2ccccc2)c2ccccc2)nn1C	-13	0	-7	-4	-3
62	COc1ccc(NS(=O)(=O)c2cccc(NC(=O)C34CCC(CC3)C4)c2)cc1	-7	0	1	-2	10
63	O=C(COC(=O)/C=C/c1cccc(F)c1)NC1CC1	5	nt	nt	-7	34*
64	OCCC1CN(Cc2ccncc2)CCN1C1CCCC1 (stereo not drawn)	10	2	3	-3	0
65	CCOC(=O)C(C)Sc1nnc2n1C(C)(C)Cc1ccccc1-2 (stereo not drawn)	-9	-1	-2	-2	-2

entry	PAFAH1B3 FP inh	ZTA DNA inh	LYPLA2 inh	GSTO1 counter
57	2	-3	-2	9
58	0	-8	-13	11
59	5	nt	nt	nt
60	4	-16	4	8
61	-1	-1	11	3
62	4	3	0	2
63	3	nt	nt	nt
64	2	-10	3	-3
65	2	-9	1	-3
